Compound activity (PubChem BioAssay)
GoLoco inh red = RGS12 GoLoco-Gai1 interaction inhibition | P63096 | Gai1:RGS12 GoLoco peptide FP, rhodamine, 10 min | Potency, µM (titrated, usually from 61.6 µM), for inactives: at the top dose activity, negative = inhibition, actives largely listed as inhibitors | 230,000 compounds, 0.44% hits; active means well fitted inhibition curve with a large enough effect, not every such curve was filed as active; inactive means no such curve, though single readings can be large or run the other way; further: nearly all actives have a fitted effect of over 30% in size; many of its hits are not listed in these tables
Target sequence (P63096 whole entry, looked up): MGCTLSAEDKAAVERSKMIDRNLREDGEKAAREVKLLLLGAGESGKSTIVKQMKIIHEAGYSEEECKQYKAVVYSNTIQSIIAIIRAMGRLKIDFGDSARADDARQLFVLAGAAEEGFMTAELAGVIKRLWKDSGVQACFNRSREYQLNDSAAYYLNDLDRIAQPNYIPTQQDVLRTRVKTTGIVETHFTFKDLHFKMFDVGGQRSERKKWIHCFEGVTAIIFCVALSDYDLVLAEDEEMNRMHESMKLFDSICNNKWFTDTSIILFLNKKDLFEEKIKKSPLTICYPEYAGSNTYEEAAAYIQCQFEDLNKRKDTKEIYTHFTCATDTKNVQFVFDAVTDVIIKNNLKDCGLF
aGlu spleen mod = inhibits or activates alpha-glucosidase in human spleen homogenate; 240,000 compounds, 0.006% hits; human spleen homogenate, 4-MU-alpha-glucoside fluorescence; P10253; Potency, µM (titrated, usually from 79.9 µM), inactives show at the highest dose activity change, negative = inhibition, most hits filed as inhibitors;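 further: 0% = enzyme with vehicle and -100% = no enzyme basal signal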
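Human spleen homogenate (1 ug) incubated with compounds and 1 mM 4-methylumbelliferyl-alpha-D-glucopyranoside in pH 5.0 citrate/phosphate buffer, 37 C, 40 min. Stopped at pH 10; 4-MU fluorescence (Ex 365/Em 440 nm); AC50 by Hill fit.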
TexasRed fluor = Texas Red fluorescence interference in TRb-SRC2 counter-screen; 280,000 compounds, 0.29% hits; TRb/SRC2 Texas Red total fluorescence interference; AID 1479; Potency, µM (series often up to 106 µM), inactives show at the top dose fluorescence change, negative = quenching; active means well fitted curve in either direction with a large enough effect; inconclusive means small, poorly fitted or top-dose-only effect
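Human TRb ligand-binding domain at 0.6 uM with 20 nM Texas Red SRC2 peptide in Tris buffer containing 1 uM T3 and 5% DMSO, incubated with compound 5 h at ambient temperature. Total fluorescence (555/632 nm) calculated as parallel + 2 × perpendicular.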
L3MBTL1 inh = L3MBTL1 (human) inhibition | AID 485360 | AlphaScreen L3MBTL1–H3K9me1 peptide binding | Potency, µM (highest dose often 57.1 µM), without a hit: top-dose activity, negative = inhibition, usual class: inhibitors | 230,000 compounds, 0.66% hits | Q9Y468; further: nearly all actives have a fitted effect of over 60% in size
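Read-out is AlphaScreen signal from streptavidin donor and nickel chelate acceptor beads (10 ug/mL final each) bridging L3MBTL1 (50 nM) and biotinylated K9-monomethylated H3(1-15) peptide (75 nM), after 30 min compound exposure at room temperature.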
GAA glycogen = alters human alpha-glucosidase cleavage of glycogen; Potency, µM (top dose mostly 76.4 µM), for the others: top-dose activity change, negative = inhibition, hits mostly inhibitors; P10253; recombinant GAA, glycogen substrate, Amplex Red glucose oxidase fluorescence; 300,000 compounds, 0.38% hits; AID 2100;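 further: 0% = full enzyme reaction and -100% = no-enzyme basal signal; the screen sought inhibitors and activators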
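Recombinant human enzyme (4 nM); glycogen substrate; 37 C, 40 min, pH 5.0. Readout: coupled glucose oxidase/Amplex Red fluorescence.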
GAA inh = alpha-glucosidase (human) inhibition. P10253. purified human GAA, 4-MU-alpha-glucoside fluorescence. Potency, µM (series often up to 76.9 µM), inactives show at the highest dose activity change, negative = inhibition, actives largely listed as inhibitors. 200,000 compounds, 0.005% hits;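 further: plate controls were uninhibited enzyme wells for no effect and no-enzyme background for full effect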
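Compounds are titrated up to 77 uM against 4 nM human enzyme. Substrate 4-methylumbelliferyl-alpha-D-pyranoside (400 uM) reacts 20 min at room temperature in pH 5.0 buffer; liberated 4-methylumbelliferone is read at 440 nm.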
RECQ1 inh = RECQ1 (human) helicase inhibition. P46063. RECQ1 DNA unwinding, red fluorescence kinetic read. Potency, µM (titrated, usually from 57.3 µM), for inactives: top-dose activity, negative = inhibition, usual class: inhibitors. 240,000 compounds, 0.54% hits;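 further: plate controls were vehicle for no effect and no enzyme for full effect; nearly all actives have a fitted effect of over 30% in size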
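50 nM RECQ1T1 preincubated 15 min with compound in Tris pH 8.0 buffer with MgCl2, DTT, Tween-20 and 2.5 ug/ml poly(dI-dC); started with 200 nM TAMRA/BHQ-2 forked duplex and 2 mM ATP. Unwinding read as fluorescence (525/598 nm), two reads 2 h apart.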
TRb SRC2 PPI = disrupts binding of human TR beta to SRC2 | P10828 | TRbeta-SRC2 peptide binding, fluorescence polarization; receptor liganded with 1 µM T3 | Potency, µM (doses to about 106 µM), for inactives: at the highest dose activity change, negative = inhibition, actives largely listed as inhibitors | 280,000 compounds, 0.065% hits | AID 1469;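 further: plate controls were bound peptide for no effect and peptide without receptor for full effect; nearly all actives have a fitted effect of over 50% in size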
Target sequence (P10828 whole entry, looked up): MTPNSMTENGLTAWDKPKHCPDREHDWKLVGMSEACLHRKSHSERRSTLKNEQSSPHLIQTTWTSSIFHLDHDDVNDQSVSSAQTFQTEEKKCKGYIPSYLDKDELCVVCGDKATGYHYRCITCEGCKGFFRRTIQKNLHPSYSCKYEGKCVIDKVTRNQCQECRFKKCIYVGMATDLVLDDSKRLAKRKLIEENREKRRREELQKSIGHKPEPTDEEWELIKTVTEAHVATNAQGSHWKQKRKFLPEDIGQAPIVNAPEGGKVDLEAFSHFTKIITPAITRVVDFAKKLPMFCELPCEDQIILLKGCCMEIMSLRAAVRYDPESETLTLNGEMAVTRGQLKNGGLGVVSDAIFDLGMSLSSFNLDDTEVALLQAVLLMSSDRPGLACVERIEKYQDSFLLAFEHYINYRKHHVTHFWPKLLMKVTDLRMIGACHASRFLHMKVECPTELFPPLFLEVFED
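Polarization signal, normalized between peptide-alone and full complex controls, measured compound effects on T3-liganded human TRb LBD (0.6 uM) binding 20 nM Texas Red SRC2 peptide after 5 hr.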
Starred values were filed as active, the others as inactive; i = inactive; ? = inconclusive; · = not tested or not shown; & = joins results of further samples; [ ] = another dose, or the depositor's remark. Unless noted, the call rests on the fitted dose curve; in most records, active means well fitted curve in the direction sought with a large enough effect; inconclusive means small, poorly fitted or top-dose-only effect, or another doubt; inactive means no such curve, though single readings can be large; an effect the other way counts as inactive or inconclusive. Unless noted, on the % scale 0 is the no-effect control and ±100 the full control effect; potency means the concentration at half of the fitted maximal effect. These rows are one share of the data; the hit share may differ from the screen's.

entry	SMILES	GoLoco inh red	aGlu spleen mod	TexasRed fluor	L3MBTL1 inh
1	Cc1ccc(NC(=O)N(Cc2cccs2)Cc2cc3cc4c(cc3[nH]c2=O)OCO4)cc1	9%	-9%	-12%	0%
2	O=C(Nc1ccc2nc(-c3cccs3)[nH]c2c1)c1ccco1	7%	-12%	-4%	-1%
3	CCOC(=O)c1nn(-c2cccc(OC)c2)c2nc(CC)c(C#N)c(=O)n12	10%	6%	-2%	7%
4	COc1ccc2nc(C)cc(SCC(=O)NNC(=O)COc3cccc4ccccc34)c2c1	3%	-2%	8%	11%
5	CCOCCn1c(CN2CCN(CC)CC2)nc2c1c(=O)n(C)c(=O)n2C	2%	1%	-2%	-1%
6	CC(Oc1ccc(-n2cnnn2)cc1)C(=O)O (stereo not drawn)	0%	2%	1%	·
7	NC(N)=NCCC[C@H](NC(=O)[C@H](Cc1ccccc1)NC(=O)[C@@H]1CCCN1C(=O)[C@H](CO)NC(=O)[C@H](Cc1ccccc1)NC(=O)CNC(=O)[C@@H]1CCCN1C(=O)[C@@H]1CCCN1C(=O)[C@@H](N)CCCN=C(N)N)C(=O)O	·	-3%	1%	·
8	O=C(Nc1ccc2c(c1)CCC2)C1CCN(c2c3c(nc4ncnn24)CCC3)CC1	5%	-19%	0%	-1%
9	COc1cccc(-c2nc(CS(=O)(=O)CC(=O)N3CCN(C4CCCCC4)CC3)c(C)o2)c1	4%	-7%	-1%	6%
10	Cc1cccc(/C=N/NC(=O)c2cc3c(s2)-c2ccccc2CC3)c1	-23%	-1%	-8%	-9%
11	CC(C)(C)c1cc(C(=O)O)c(CN2CCCCC2)o1	2%	7%	2%	0%
12	COC(=O)c1ccc(Oc2nc(N(C)C)nc(N3CCOCC3)n2)cc1	10%	10%	-1%	2%

entry	GAA glycogen	GAA inh	RECQ1 inh	TRb SRC2 PPI
1	-8%	2%	-9%	12%
2	-4%	-1%	-2%	-17%
3	14%	-8%	-7%	3%
4	-7%	-4%	-1%	8%
5	-16%	-7%	-20%	6%
6	6%	7%	-19%	-1%
7	·	·	-14%	-2%
8	-2%	-6%	-1%	-6%
9	0%	-23%	-2%	3%
10	-4%	6%	-7%	-5%
11	3%	6%	-4%	0%
12	1%	-10%	10%	-15%

The closing 3 compounds of the part above come first, to join the parts:
entry	SMILES	GoLoco inh red	aGlu spleen mod	TexasRed fluor	L3MBTL1 inh
10	Cc1cccc(/C=N/NC(=O)c2cc3c(s2)-c2ccccc2CC3)c1	-23%	-1%	-8%	-9%
11	CC(C)(C)c1cc(C(=O)O)c(CN2CCCCC2)o1	2%	7%	2%	0%
12	COC(=O)c1ccc(Oc2nc(N(C)C)nc(N3CCOCC3)n2)cc1	10%	10%	-1%	2%
13	O=[n+]1c2c(n([O-])c3c1CCCC3)CCCC2	10%	-3%	0%	-2%[11.4 µM]
14	Cc1ccc(N(C(=O)c2sc(C)nc2C)C(C(=O)NCc2ccco2)c2ccccc2)cc1 (stereo not drawn)	0%	-13%	-5%	-12%
15	COc1ccc2[nH]c(C(=O)Nc3ccccc3Cl)cc2c1	5%	-9%	-6%	0%
16	O=C(CSCc1ccccc1)N1CCN(C(=O)c2ccco2)CC1	3%	-2%	-5%	6%
17	Cc1nnc(SC(C)C(=O)Nc2c(C)n(C)n(-c3ccccc3)c2=O)n1N (stereo not drawn)	20%	-11%	3%	-14%[11.4 µM]
18	COc1ccc(-n2nnnc2-c2cccc(OC)c2)cc1	2%	2%	0%	1%
19	CN(CC(=O)Nc1ccc(S(=O)(=O)N(C)C)cc1)Cc1ccc(C(F)(F)F)cc1	1%	-1%	0%	-3%
20	CCCn1c(O)c(N=NC(=O)c2ccco2)c2ccccc21	-1%	-9%	-4%	-2%
21	NS(=O)(=O)c1ccc(CCNC(=O)c2ccco2)cc1	1%	-4%	-2%	-7%
22	Cc1ccc(N=Nc2ccc(O)c(/C=N\NC(=O)c3ccc(N)cc3)c2)cc1C	13%	-17%	-6%	·
23	COc1ccc(NC(=O)C2CCC(CNS(=O)(=O)c3cccs3)CC2)cc1OC (stereo not drawn)	-3%	-3%	-1%&-2%	·
24	COc1ccc(S(=O)(=O)n2cnc(C)c2)cc1	8%	2%	0%	7%

entry	GAA glycogen	GAA inh	RECQ1 inh	TRb SRC2 PPI
10	-4%	6%	-7%	-5%
11	3%	6%	-4%	0%
12	1%	-10%	10%	-15%
13	11%	-4%	-16%	-13%
14	-8%	1%	0%	-3%
15	3%	-18%	16%	1%
16	2%	-20%	-10%	-2%
17	1%	-8%	i	4%
18	-2%	-12%	i	-3%
19	18%	-7%	2%	8%
20	-5%	1%	i	-1%
21	7%	-3%	-6%	-3%
22	-6%	-16%	i	1%
23	3%	-14%	-2%	-5%&1%
24	17%	-4%	-7%	-5%

One compound at a time, from the list above.
COc1ccc2nc(C)cc(SCC(=O)NNC(=O)COc3cccc4ccccc34)c2c1 is listed as GoLoco inh red: 3%; aGlu spleen mod: -2%; TexasRed fluor: 8%; L3MBTL1 inh: 11%; GAA glycogen: -7%; GAA inh: -4%; RECQ1 inh: -1%; TRb SRC2 PPI: 8%
COc1ccc(NC(=O)C2CCC(CNS(=O)(=O)c3cccs3)CC2)cc1OC (stereo not drawn) is listed as GoLoco inh red: -3%; aGlu spleen mod: -3%; TexasRed fluor: -1%&-2%; L3MBTL1 inh: ·; GAA glycogen: 3%; GAA inh: -14%; RECQ1 inh: -2%; TRb SRC2 PPI: -5%&1%
CCOCCn1c(CN2CCN(CC)CC2)nc2c1c(=O)n(C)c(=O)n2C is listed as GoLoco inh red: 2%; aGlu spleen mod: 1%; TexasRed fluor: -2%; L3MBTL1 inh: -1%; GAA glycogen: -16%; GAA inh: -7%; RECQ1 inh: -20%; TRb SRC2 PPI: 6%

(more compounds)
entry	SMILES	GoLoco inh red	aGlu spleen mod	TexasRed fluor	L3MBTL1 inh
25	CCC(CC)NC(=O)/C=C/c1cccc([N+](=O)[O-])c1	-1%	-4%	0%	-2%
26	CC(C)n1nnnc1SCC(=O)NCc1ccc2c(c1)OCO2	8%	-6%	-2%	5%
27	CCN(CC)c1ccc(/C=C(\C#N)C(=O)NCc2ccco2)cc1	33%[activator]	1%	-1%	19%
28	CCOC(=O)C(=O)/C(=C\N(C)C)c1onc(-c2ccccc2Cl)c1C(=O)OC	5%	-8%	-5%	1%
29	Cc1cc(C)cc(NCC(=O)Nc2c(C)cccc2C)c1	12%	3%	-4%	-6%
30	CSc1cccc(NS(=O)(=O)c2ccc3c(c2)oc(=O)n3C)c1	4%	3%	-1%	·
31	Cc1ccc2cc(C)c(N3CCC(C)CC3)nc2c1	-14%	7%	0%	·
32	CC1(C)CC(=O)C(C2C3=C(CC(C)(C)CC3=O)Oc3ccc4ccccc4c32)C(=O)C1 (stereo not drawn)	4%	0%	1%	4%
33	CS/C(=N/S(=O)(=O)c1ccc(C)cc1)c1ccccc1	63%[activator]	-5%	1%	12%
34	CCOc1ccc(N)cc1OC	5%	-7%	0%	-19%
35	CCCC/C(O)=C1\C(=O)CCCC1=NCCc1c(C)[nH]c2ccc(OC)cc12	-1%	-5%	-2%	·
36	Cc1ccc(/C=C/C2=C[C@]3(C)C[C@]2(C)[C@H](c2ccc(C)cc2)CC3=O)cc1	-1%	0%	-1%	·

entry	GAA glycogen	GAA inh	RECQ1 inh	TRb SRC2 PPI
25	-1%	?	-2%	-8%
26	12%	11%	-5%	5%
27	6%	-13%	-6%	2%
28	-10%	4%	3%	-1%
29	-1%	-4%	0%	-4%
30	-4%	-5%	-5%	-8%
31	-7%	-1%	2%	1%
32	-9%	2%	i	-3%
33	8%	0%	-1%	1%
34	?	2%	-4%	-8%
35	1%	·	-1%	-1%
36	·	·	5%	9%

Going on with the list.
entry	SMILES	GoLoco inh red	aGlu spleen mod	TexasRed fluor	L3MBTL1 inh
37	CCOC(=O)C1=NNC2C(=O)N(Cc3ccccc3)C(=O)C12 (stereo not drawn)	2%	-3%	-1%	·
38	Cc1onc(C(=O)N2CCN(C(c3ccccc3)c3ccccc3)CC2)c1[N+](=O)[O-]	-7%	-6%	0%	-10%
39	CN(C)c1ccc(-c2noc(-c3ccccc3O)n2)cc1	-6%	-1%	4%	-4%
40	O=C(O)c1cc(=O)[nH]c2c(Cl)cccc12	-4%	6%	0%	3%
41	O=C(Oc1ccccc1C(=O)N1CCOCC1)c1cccc(Br)c1	3%	-6%	1%	6%
42	CC1CCCN(c2oc(-c3cccc4ccccc34)nc2C#N)C1 (stereo not drawn)	-3%	9%	0%	0%
43	CC(=O)C1=C(C)NC(SCC(=O)c2ccc(Cl)cc2)=C(C#N)C1CC(C)C (stereo not drawn)	0%	-4%	0%	·
44	CCN1CCN(CCCNC(=O)c2cc3cc4ccc(OC)cc4nc3o2)CC1	10%	?	0%	2%
45	CC1(C)N=C(c2ccccn2)C(C)(C)N1O	-5%	-6%	2%	·
46	Cn1c(N)c(S(=O)(=O)NCc2ccccc2Cl)c(=O)n(C)c1=O	18%	0%	2%	·
47	Cc1ccc([N+](=O)[O-])cc1Nc1nc(N2CCOCC2)nc(N2CCOCC2)n1	4%	3%	-1%	7%
48	CC(Sc1n[nH]c(=O)[nH]c1=O)C(=O)OCc1ccccc1 (stereo not drawn)	4%	1%	1%	·
49	C[N+](C)(C)CCCN1C(=O)CCCC1=O	-20%	-7%	2%	0%

entry	GAA glycogen	GAA inh	RECQ1 inh	TRb SRC2 PPI
37	4%	·	-5%	-1%
38	-7%	1%	-20%	5%
39	0%	-2%	i	-2%
40	-6%	-1%	i	-1%
41	-4%	-6%	-9%	5%
42	3%	?	-4%	-11%
43	-18%	?	-19%	7%
44	-2%	?	4%	-3%
45	5%	4%	-9%	-14%
46	7%	-15%	-5%	-1%
47	-3%	-32%	10%	-9%
48	3%	-7%	6%	-14%
49	6%	-10%	-3%	4%
